MEP2 TOR yeast: yeast TOR pathway MEP2-GFP modulation; S. cerevisiae MEP2-GFP strain, flow cytometry GFP, 3 h; 100% = DMSO control level; GFP response vs DMSO, % at 10 µM; 0.51% of 330,000 active; AID 2016;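 active means GFP response versus DMSO above a set limit, roughly screen mean plus 3 SD, cut at about 180% in these data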;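 further: median GFP fluorescence of the barcode-gated MEP2-GFP cells per well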
proCasp3 act: activates human procaspase-3; recombinant procaspase-3 D3A, Ac-DEVD-pNA absorbance 405 nm; activation, % at 8.5 µM; 0.11% of 330,000 active; AID 463141;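 active means activation above the mean of all tested compounds plus 3 SD, cut at about 21% in these data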;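 further: 0% = DMSO alone and 100% = DMSO wells spiked with extra 5 µM PC-3 D3A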
Target sequence (P42574 whole entry D9A/D28A/D175A): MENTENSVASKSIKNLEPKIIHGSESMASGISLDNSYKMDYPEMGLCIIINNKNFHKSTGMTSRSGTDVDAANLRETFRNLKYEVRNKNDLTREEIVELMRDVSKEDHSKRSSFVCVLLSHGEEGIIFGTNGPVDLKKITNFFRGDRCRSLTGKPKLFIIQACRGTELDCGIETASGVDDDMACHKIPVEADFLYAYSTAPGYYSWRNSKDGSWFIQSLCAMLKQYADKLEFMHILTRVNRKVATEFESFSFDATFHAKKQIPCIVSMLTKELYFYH
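Test system: Procaspase-3 D3A mutant; medium: Zinc-free HEPES/NaCl buffer with 0.01% Triton X-100 at pH 7.4; reagent: DEVD-pNA substrate; doses: one concentration, 8.5 µM nominal, 0.8% DMSO; times: 1 h preincubation plus 2 h reaction at 25 °C; signal: Epi-absorbance at 405 nm of released p-nitroaniline, 0 and 120 min; replicates: singlicate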
AHR activator: activates the human aryl hydrocarbon receptor | activation, % at 5 µM | 2.5% of 320,000 active | P35869 | AHR-responsive luciferase reporter cells, luminescence; in the data active means activation above about 47%;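 further: 0% = vehicle wells and 100% = reference agonist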
LAP4 TOR yeast: alters LAP4-GFP fluorescence in TOR pathway yeast screen. 0.34% of 320,000 active. S. cerevisiae LAP4-GFP multiplex, flow cytometry GFP, 3 h; median GFP as percent of DMSO wells. GFP response vs DMSO, % at 10 µM;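 active means GFP response vs DMSO above a set limit, about the screen mean plus 3 SD, cut at about 150% in these data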
RPL19A TOR yeast: modulators of TOR pathway RPL19A-GFP in S. cerevisiae; S. cerevisiae RPL19A-GFP strain, flow cytometry, 3 h; hits give low values; percent response vs DMSO, % at 10 µM; 0.3% of 330,000 active; AID 2025;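 active means percent response vs DMSO below 50%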;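 further: median channel GFP fluorescence of the barcoded RPL19A-GFP strain; ratio of sample median GFP to plate DMSO average so 100% = DMSO; lower means less RPL19A-GFP as with rapamycin TOR inhibition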
CIT2 TOR yeast: alters CIT2-GFP fluorescence in TOR pathway yeast screen; S. cerevisiae CIT2-GFP strain, flow cytometry, 3 h; 100 means same as DMSO wells; 0.065% of 320,000 active; GFP response vs DMSO, % at 10 µM;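 active means GFP response relative to DMSO above a set limit, near the screen mean plus 3 SD, cut at about 150% in these data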;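 further: ratio of well median GFP fluorescence to mean of DMSO wells on the plate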
proCasp7 act: counter-screen: procaspase-7 (human) activation; P55210; recombinant procaspase-7, Ac-DEVD-pNA absorbance 405 nm; D23A/D198A/D206A triple mutant, cannot self-cleave; scale: DMSO 0, 5 µM enzyme 100; activation, % at 8.5 µM; 0.093% of 330,000 active; AID 463210;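 active means percent activation above the screen-wide mean plus 3 SD, cut at about 25% in these data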
Target sequence (P55210 whole entry D23A/D198A/D206A): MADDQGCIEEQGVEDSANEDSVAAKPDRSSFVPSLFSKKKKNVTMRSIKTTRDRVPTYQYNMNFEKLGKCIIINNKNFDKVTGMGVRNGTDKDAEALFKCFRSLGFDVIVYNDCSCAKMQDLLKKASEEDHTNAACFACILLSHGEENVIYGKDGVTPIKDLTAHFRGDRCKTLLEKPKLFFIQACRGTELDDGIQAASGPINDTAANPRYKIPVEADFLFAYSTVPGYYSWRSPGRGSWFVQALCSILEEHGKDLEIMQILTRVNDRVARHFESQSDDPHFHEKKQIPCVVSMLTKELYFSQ
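Test system: Procaspase-7 triple mutant (PC-7 D3A). Also added: Ac-DEVD-pNA substrate, 400 µM as added. Schedule: 1 h enzyme–compound preincubation and 2 h substrate reaction, both 25 °C. Signal: p-Nitroaniline absorbance at 405 nm, read at 0 and 120 min. Control set: low DMSO alone, high DMSO plus 5 µM PC-7.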
AGP1-GFP MLPCN: yeast TOR pathway AGP1-GFP modulation | 0.02% of 320,000 active | AID 2066 | GFP response vs DMSO, % at 10 µM | S. cerevisiae AGP1-GFP multiplex flow cytometry, 3 h; GFP as percent of DMSO wells;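 active means GFP response relative to DMSO above a set limit, near screen average plus 3 SD, cut at about 150% in these data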;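 further: median GFP channel fluorescence of the gated AGP1 strain per well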
* marks the source's active call; other numbers are inactive results; / = not tested or not shown.

smiles,MEP2 TOR yeast,proCasp3 act,AHR activator,LAP4 TOR yeast,RPL19A TOR yeast,CIT2 TOR yeast,proCasp7 act,AGP1-GFP MLPCN
CCOC(=O)C1CCN(C(=O)CCNC(=O)c2ccccc2OC)CC1,117.3,4.2,0.3,109.0,104.9,98.5,-3.8,101.8
CC(OC(=O)Cn1nnc2ccccc21)C(=O)NC1CCCC1 (configuration not stated),107.4,4.5,-1.2,101.9,105.2,101.8,3.5,108.7
Cc1ccnc(NC(=O)c2ccc(NC(=O)CC3SC(N4CCCC4)=NC3=O)cc2)c1 (configuration not stated),102.7,4.2,8.8,98.7,98.6,96.1,9.0,102.5
COc1ccc(N(CC(=O)N2CCOCC2)S(=O)(=O)c2ccccc2)cc1Cl,104.9,2.5,0.6,88.0,103.1,105.2,-2.7,100.1
COc1ccc(NC(=S)N2CCN(S(=O)(=O)c3ccc(F)cc3)CC2)cc1OC,91.4,-8.9,10.6,101.9,90.2,105.2,-15.1,99.2
Fc1ccc(COc2ccc(Br)cc2CNCc2ccncc2)cc1,100.8,-0.8,11.1,106.8,99.1,97.5,5.8,96.9
COc1ccc(/C=C/C(=O)Oc2cc(O)cc(O)c2)cc1,104.8,13.2,3.3,88.6,104.6,102.7,-7.0,101.7
CCC(C)c1ccccc1N1CC(C(=O)N2CCN(C(=O)c3ccco3)CC2)CC1=O (configuration not stated),91.4,0.5,0.0,94.2,97.9,90.1,-0.2,95.6
CC/C(=N\NC(=O)Nc1nonc1N)c1ccc(OC)c(OC)c1,96.0,8.6,9.5,102.8,95.2,96.8,-0.5,92.9
CCOc1ccccc1N1C(=O)CC(N(O)c2ccccc2)C1=O (configuration not stated),94.6,4.3,3.2,97.7,102.6,97.7,-7.8,108.8
Cc1ccccc1CC(=O)Nc1ccc(C(=O)N2CCCC2)cc1,98.7,3.5,4.1,102.5,101.0,106.9,-5.5,96.5
Cc1nc(N2CCN(c3ccccc3O)CC2)c2c(-c3ccccc3)csc2n1,112.2,10.2,8.0,99.1,103.8,96.3,-6.0,102.8
COc1ccccc1N1CCN(C(=O)CCC(=O)N2CCN(c3ccccc3OC)CC2)CC1,100.7,-7.8,2.7,89.7,107.6,98.0,-3.5,99.8
Cc1[nH]n(-c2ccccc2)c(=O)c1C(c1ccccc1C(=O)O)c1c(C)[nH]n(-c2ccccc2)c1=O,102.9,-5.5,0.5,100.9,101.3,108.5,0.9,103.8
CCc1cccc(CC)c1NC(=S)Nc1ccccc1,96.4,6.7,1.5,95.2,101.3,104.5,-2.5,94.4
CCCn1c(SCC(=O)NCc2ccco2)nnc1C(C)C,98.4,-2.7,1.6,100.7,99.2,99.0,-1.4,99.5
Cc1nc2ccccc2c2oc(C(=O)NCCCN3CCCC3=O)cc12,111.8,-0.8,7.9,100.4,98.2,97.7,1.4,99.7
C/C(=N/OC(=O)c1ccc(C)cc1)c1cccs1,113.1,9.7,2.0,101.1,99.6,107.2,3.5,100.7
COc1ccccc1C(=O)N(C)c1nnc(-c2ccccc2)s1,119.1,8.9,-6.4,110.7,102.2,91.2,-5.8,97.9
CCn1c2ccccc2c2cc(NC(=O)CNCc3ccccc3OC)ccc21,107.4,5.2,25.2,97.4,105.1,102.6,4.4,102.0
Cc1oc(-c2ccccc2Cl)nc1CS(=O)(=O)CC(=O)NC1CCCC1,96.8,-1.5,2.6,93.1,95.3,88.6,5.6,96.1
CCOC(=O)c1c(NC(=O)CSc2nnc(CNc3ccc(Cl)cc3)o2)sc(C)c1C,99.0,1.1,2.2,97.9,97.0,90.4,-11.6,99.8
CN(C)c1nc2n(c(=O)n1)CCO2,100.3,2.2,-3.1,99.4,98.6,97.3,0.2,100.5
CC(=O)c1ccc(NC(=O)CSc2nc3ccccc3c(=O)n2CCCN2CCOCC2)cc1,108.0,-6.1,-2.8,100.0,99.2,100.7,-0.6,97.5
CCCCOC(=O)C1=C(C)Nc2ncnn2C1c1cc(OC)c(OC)cc1OC (configuration not stated),105.1,-0.6,0.9,104.3,103.8,106.2,2.9,110.7
Cc1occc1-c1nnc(SCC(=O)N2CCCCC2C)o1 (configuration not stated),97.2,-3.7,5.8,102.6,102.2,93.8,0.8,103.6
O=[N+]([O-])c1cc(S(=O)(=O)Nc2ccccc2)ccc1NCc1ccccc1,92.8,4.8,1.1,93.0,101.0,100.2,-5.5,99.6
O=C(CSc1nc2[nH]ncc2c(=O)[nH]1)Nc1ccccc1F,95.7,-10.9,2.5,108.2,94.7,105.5,2.9,111.5
CCOc1ccc(S(=O)(=O)N(C)CC(=O)N2CCCC2)cc1,105.9,9.1,0.7,95.3,105.5,96.6,1.4,94.4
O=C(CNc1ccccc1)N/N=C/c1cc([N+](=O)[O-])ccc1N1CCCC1,99.2,-44.2,32.5,99.7,97.0,105.2,-4.5,104.8
CC(C)=CCc1c(O)c(CC=C(C)C)c2c(c1O)C(=O)CC(c1ccc(O)cc1)O2 (configuration not stated),108.8,2.1,1.3,102.5,91.7,90.0,3.0,96.8
CCOC(=O)c1c(NC(=O)C2c3ccccc3Oc3ccccc32)sc(C(N)=O)c1C,98.3,10.4,-2.1,102.6,95.3,95.1,5.9,100.4
COc1cccc(-c2cc(C(=O)Nc3cccc(O)c3)no2)c1,103.7,5.7,-3.9,103.3,101.5,100.7,3.1,95.2
COc1ccc(-c2cc(-c3cccnc3)c(C#N)c(N)n2)cc1,146.9,2.7,13.8,97.9,88.7,77.8,1.1,18.7
Cc1cccc(NC(=O)Cc2ccc(Br)cc2)n1,109.1,3.9,1.6,99.0,102.5,99.8,5.5,100.0
C[C@H](NC(=O)[C@H](Cc1ccccc1)n1c(=O)[nH]c2ccccc2c1=O)C(=O)N1CCC[C@H]1C(=O)O,90.1,3.5,-0.7,88.3,86.1,88.0,4.3,91.6
Cc1csc(NC(=O)c2ccc(Cn3nc(C)c(Br)c3C)o2)n1,113.2,1.8,11.7,109.2,106.8,105.3,-6.5,102.7
CS(=O)(=O)N(CCc1ccccc1)CC(=O)Nc1ccc(Br)cc1F,103.4,4.9,2.7,91.0,102.3,101.7,0.2,95.5
O=C(NCc1ccco1)C1CCCN(c2nnc(-n3cccc3)s2)C1 (configuration not stated),103.2,6.1,0.1,102.7,101.3,103.8,6.2,100.9
O=C(OCc1ccc([N+](=O)[O-])cc1)c1cnc(Cl)c(Cl)c1,119.7,1.2,-0.5,124.7,103.5,100.6,-2.2,102.9
CC1CC(C)CN(CCCNC(=O)c2cc3c(s2)-c2ccccc2OC3)C1 (configuration not stated),102.3,3.0,1.2,101.8,100.0,98.0,7.5,100.9
COc1cc2c(cc1OC)C(=O)CCS2,95.8,5.1,0.3,92.8,91.6,90.9,4.6,94.5
CC(OC(=O)c1ccc2ncsc2c1)C(=O)Nc1ncc(Cl)cc1Cl (configuration not stated),99.8,-0.9,1.2,95.3,99.7,95.6,0.1,105.8
Cc1cc(NC(=O)COC(=O)c2cccc(S(=O)(=O)N(C)C3CCCCC3)c2)no1,106.5,6.2,1.9,99.6,106.3,93.5,5.4,102.3
CCC(=O)Nc1nnc(SCC(=O)NCC2CCCO2)s1 (configuration not stated),110.4,1.0,0.1,99.3,97.2,103.0,7.0,96.6
Clc1ccc(C[n+]2cc(-c3ccc(Cl)cc3)n3c2CCC3)cc1,99.1,1.5,0.1,98.7,96.4,100.3,11.9,101.4
COC(=O)Cc1[nH]nc2c1C1(C(=O)N(Cc3ccccc3)c3ccccc31)C(C#N)=C(N)O2 (configuration not stated),92.7,3.9,-1.8,/,93.7,86.8,5.8,98.6
O=C(CN1CCC(NC(=O)Nc2ccc(F)cc2)CC1)Nc1ccccc1[N+](=O)[O-],105.1,2.2,10.0,93.1,103.7,106.0,4.4,101.4
C/C=C(\C)CN1CCC(n2nccc2NC(=O)c2ccc(OC)cc2)CC1,89.9,3.8,7.6,95.0,105.9,100.7,12.5,101.6
CC(C)c1ccc(NC(=O)C(=O)c2cn(CC(=O)N3CCCCC3)c3ccccc23)cc1,95.7,-5.6,3.8,86.3,101.3,89.2,-0.3,89.6
Cc1cc(C(=O)N/N=C/c2ccc(-c3cccc(Cl)c3Cl)o2)n[nH]1,99.9,-2.2,8.0,91.6,97.8,86.6,6.3,117.1
CCOC(=O)C1=NN(C(=O)Nc2cccc(C(F)(F)F)c2)C2C(=O)N(c3cccc(C(F)(F)F)c3)C(=O)C12 (configuration not stated),101.3,1.8,0.5,99.2,97.6,103.2,7.7,102.2
O=C(/C=C/c1ccco1)NC(=S)Nc1ccccc1N1CCCC1,102.3,-1.2,65.1*,96.8,102.7,99.0,-6.8,96.9
COc1cccc(C(CC(=O)NCCN2CCOCC2)NS(=O)(=O)c2ccc(C)cc2)c1OC (configuration not stated),102.9,-7.5,1.4,97.0,92.6,108.8,8.2,97.0
COC(=O)C1C(O)CCC2CN3CCc4c([nH]c5ccccc45)C3CC21 (configuration not stated),105.9,7.8,12.1,107.0,105.2,111.0,-2.3,107.4
O=C(CS(=O)(=O)c1c[nH]c2ccccc12)NC1CCCCC1,101.5,2.7,1.1,97.5,98.3,100.2,-4.3,103.3
Cc1ccc(OCCNC(=O)c2cccc(Oc3ccc(C(F)(F)F)cc3[N+](=O)[O-])c2)cc1,94.8,0.3,3.9,95.7,103.1,90.7,-3.0,97.9
C=CCNC(=S)N/N=C/c1ccc(-c2ccc(OC)cc2)o1,93.2,14.4,64.5*,98.2,94.2,98.5,3.8,93.9
COc1ccc(NC(=O)C(NC(C)=O)C(=O)Nc2ccc(F)cc2)cc1 (configuration not stated),106.3,-0.6,2.8,82.5,100.0,94.7,-1.6,94.8
C#CC[N+](C)(C)CCCCCCCCC,93.2,2.4,2.0,89.9,92.7,91.1,-4.1,94.7

Remaining list, next part.
smiles,MEP2 TOR yeast,proCasp3 act,AHR activator,LAP4 TOR yeast,RPL19A TOR yeast,CIT2 TOR yeast,proCasp7 act,AGP1-GFP MLPCN
O=C(Nc1ccc(F)cc1)/C(=C1/CCCCCN1)[N+](=O)[O-],99.1,2.6,1.4,106.7,99.8,106.1,3.7,105.7
O=C(Nc1ccccc1N1CCCC1)c1ccc([N+](=O)[O-])o1,96.4,-14.3,13.2,106.2,101.4,85.2,-11.4,94.0
Cc1[nH]c2ccccc2c1C(=O)COC(=O)c1nccnc1N,99.0,8.1,2.3,101.4,103.0,112.0,9.1,105.2
CCc1ccccc1NC(=O)CN(C)C(=O)COC(=O)c1cccnc1Cl,104.7,5.2,1.8,117.8,97.2,105.9,3.8,102.3

2 records picked at random from the list so far, as already listed:
smiles,MEP2 TOR yeast,proCasp3 act,AHR activator,LAP4 TOR yeast,RPL19A TOR yeast,CIT2 TOR yeast,proCasp7 act,AGP1-GFP MLPCN
CCc1ccccc1NC(=O)CN(C)C(=O)COC(=O)c1cccnc1Cl,104.7,5.2,1.8,117.8,97.2,105.9,3.8,102.3
O=C(Nc1ccc(F)cc1)/C(=C1/CCCCCN1)[N+](=O)[O-],99.1,2.6,1.4,106.7,99.8,106.1,3.7,105.7

Screening results (PubChem)
